# AI-2 QS mod – Vibrio harveyi AI-2 quorum sensing modulators, primary screen, JMH597 strain, luminescence/OD600 ratio. Vibrio harveyi JMH597 AI-2 luminescence/OD600 ratio, 9 h; stronger effect = lower value; strain lacks LuxN and CqsS sensors; 0 = neutral-control median. activity change, % at 7.5 µM. 300,000 tested, 0.4% active; in the data active = activity change below about -75%, passing the limit was not always enough;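 note: luminescence divided by OD600 gain over 9 h not by final OD600 alone; inactives centre near 13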
# HSP90 inh – HSP90 inhibitors, primary screen, cell lysate, luminescence. Rabbit reticulocyte lysate, luciferase refolding luminescence, 3 h. inhibition, % at 5.6 µM. 290,000 tested, 0.91% active. AID 1789, 2009;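 active = inhibition above the screen-wide mean plus 3 SD, computed separately per campaign, cut at about 16% in these data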;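 note: 0% = DMSO wells and 100% = 60 µM geldanamycin wells; inhibitors lower the luminescence because luciferase stays unfolded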
# GSK3 alpha inh – blockers of GSK3A enzyme activity – biochemical, luminescence, cell-free homogeneous, HTS, primary screen. AID 2650, 2010. inhibition, % at 10 µM. 320,000 tested, 0.1% active. GSK-3 alpha kinase, ADP-Glo luminescence, 60 min;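 in the data active = inhibition above about 50%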;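 note: GST-tagged GSK-3 alpha with peptide substrate and 25 µM ATP; 0% = DMSO neutral wells and 100% = GW8510 positive control wells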
# PolyA inh – polyadenylation inhibitors in yeast reporter cells, primary screen, luminescence, S. cerevisiae; S. cerevisiae SKY197-pL101 polyadenylation reporter, beta-gal luminescence; efflux-impaired pdr1/pdr3 knockout yeast; score 100 = 6 SD above DMSO; calls only at 12 µM; 300,000 tested, 0.02% active; AID 1875, 2009;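 active = lowest replicate activity score at least 50, where 100 means six control SD above control mean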;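 note: yeast exposed to compound for 9 h at 30 °C; higher score means more reporter readthrough which indicates perturbed polyadenylation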
# HDAC3 inh – HDAC3 deacetylase inhibitors, primary screen, biochemical, fluorescence, cell-free homogeneous; Histone deacetylase 3 (Homo sapiens), O15379; recombinant HDAC3, fluorogenic peptide/trypsin coupled; AID 2718, 2010; 320,000 tested, 0.15% active; inhibition, % at 8.3 µM; in the data active = inhibition above about 26%, passing the limit was not always enough
# Target sequence (O15379 whole entry, looked up): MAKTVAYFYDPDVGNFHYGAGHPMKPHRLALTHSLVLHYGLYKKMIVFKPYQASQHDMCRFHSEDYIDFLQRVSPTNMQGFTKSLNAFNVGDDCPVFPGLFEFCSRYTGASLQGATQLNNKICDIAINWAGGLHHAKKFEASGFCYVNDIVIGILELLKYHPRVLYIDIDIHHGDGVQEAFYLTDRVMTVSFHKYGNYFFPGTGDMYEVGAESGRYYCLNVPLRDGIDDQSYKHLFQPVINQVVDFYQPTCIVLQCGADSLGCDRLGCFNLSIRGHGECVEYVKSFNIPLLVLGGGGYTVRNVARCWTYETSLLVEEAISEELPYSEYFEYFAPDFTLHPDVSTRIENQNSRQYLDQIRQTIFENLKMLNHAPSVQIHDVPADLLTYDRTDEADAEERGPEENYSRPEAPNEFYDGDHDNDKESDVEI
# GSK3B inh – human GSK3beta kinase inhibitors, primary screen, biochemical, cell-free homogeneous, HTS; Glycogen synthase kinase-3 beta (Homo sapiens), P49841; GST-GSK3beta kinase, ADP-Glo luminescence, 60 min; stronger effect = lower value; activity score (negative = inhibition), % at 10 µM; 300,000 tested, 0.038% active;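 active = more than half of replicate wells score below -50%, meaning over 50% inhibition versus plate controls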;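 note: 0% = median DMSO wells and -100% = median GW8510 positive control wells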
# Target sequence (P49841 whole entry, looked up): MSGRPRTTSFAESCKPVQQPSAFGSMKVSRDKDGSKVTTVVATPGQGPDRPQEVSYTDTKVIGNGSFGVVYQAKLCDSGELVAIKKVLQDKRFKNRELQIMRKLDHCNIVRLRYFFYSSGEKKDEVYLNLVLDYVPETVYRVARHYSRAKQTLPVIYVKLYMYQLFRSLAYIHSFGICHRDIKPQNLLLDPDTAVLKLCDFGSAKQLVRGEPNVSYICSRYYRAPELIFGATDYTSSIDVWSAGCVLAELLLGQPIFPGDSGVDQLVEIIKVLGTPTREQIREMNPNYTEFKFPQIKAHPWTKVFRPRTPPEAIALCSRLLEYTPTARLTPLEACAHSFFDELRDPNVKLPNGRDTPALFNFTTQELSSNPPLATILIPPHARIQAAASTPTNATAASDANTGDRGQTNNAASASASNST
#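 Test system: GST-tagged human GSK3beta kinase, cell-free; evaluation: activity score scaled between in-plate DMSO and GW8510 controls; measured by: ADP-Glo luminescence; incubation: 60 min reaction, RT; benchmarks: DMSO and 20 µM GW8510; reagent: peptide substrate plus 25 µM ATP (final); medium: Tris/MgCl2 kinase buffer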
# HSF-1 act – HSF-1 activators, primary screen, NIH3T3-HGL cells, MG132 stress, luminescence, single point. NIH3T3-HGL HSF-1 luciferase reporter, 8 h; 100% = twice DMSO control signal. activation, % at 9 µM. 300,000 tested, 1.7% active;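 active = mean replicate activation of at least 50% with a set share of replicates each reaching 50%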;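 note: 0% = median of the neutral control wells and 100% = twice that signal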
# DYRK1A inh – rat Dyrk1A kinase inhibitors, primary screen, biochemical, single point, plate reader; Dual specificity tyrosine-phosphorylation-regulated kinase 1A (Rattus norvegicus), Q63470; ADP-Glo luminescence, NFATc1 peptide; inhibition, % at 12.5 µM; 310,000 tested, 0.43% active; in the data active = inhibition above about 50%;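 note: plate controls were vehicle with enzyme for no effect and no enzyme for full effect; many of its hits are not listed in these tables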
# HSF1 inh – HSF1 inhibitors in luciferase reporter cells, primary screen, cell-based, NIH3T3, luminescence; activity change, negative = inhibition, % at 7.5 µM (by protocol); AID 2098, 2009; NIH3T3-HGL HSE-luciferase, MG132-induced, luminescence 8 h; stronger effect = lower value; 300,000 tested, 0.77% active;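 active = more than half of replicate wells show activity change below -50%, luminescence cut by over half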;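 note: luciferase reports HSF-1 transcriptional activity via heat shock element; 0% = median of DMSO wells and -100% = zero luminescence signal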
# Platelet DG rel – inhibitors of platelet dense granule secretion, primary screen, cell-based, MLPCN, human platelets; human platelet-rich plasma, SFLLRN dense granule ATP release, luminescence; inhibition, %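 (compounds screened at 7.5 µM in platelet-rich plasma)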; 300,000 tested, 0.22% active; AID 1663, 2009;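 active = mean replicate score, as percent of positive control, at or above 50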
# Active calls of the source: *; i = inactive; nt = no result given; & = joins results of further samples.
SMILES,AI-2 QS mod,HSP90 inh,GSK3 alpha inh,PolyA inh,HDAC3 inh,GSK3B inh,HSF-1 act,DYRK1A inh,HSF1 inh,Platelet DG rel
Cc1csc(NC(=O)CSc2nnc(NC(=O)NC(C)(C)C)s2)n1,28.4,nt,0.4,i,1.4,1.9,3.1,-3.5,6.9,-3.3
COC(=O)/C(=N/Nc1ccc(C)cc1)N1CCCc2ccccc21,21.4,-4.8,-1.7,i,10.0,1.2,-2.0,2.6,-7.7,-0.6
CCO[C@@H]1OC(C(N)=O)=C[C@H](c2ccc3c(c2)OCO3)[C@H]1CCCO,15.6,0.8,-0.2,i,-2.9,3.7,3.3,3.3,-3.4,-4.7
Cc1cc(C)c2cc(C#N)c(SCC(=O)Nc3ccc4c(c3)OCO4)nc2c1,11.0,5.0,-1.7,i,-4.2,-2.5,5.8,0.1,-0.6,-2.1
CCCCNC(=O)c1cc2c(=O)n(CC)c3ccccc3c2s1,5.3,-1.2,-1.3,i,-5.3,-0.5,-7.6,-2.3,-4.0,1.0
O=C(C1CCC1)N1CCc2cc(S(=O)(=O)NCc3ccco3)ccc21,19.0,-2.7,-0.6,i,-1.9,0.8,-0.5,-6.4,-3.8,2.6
Cc1cc2nc(CSc3ccccc3)cc(=O)n2[nH]1,18.0,-1.3,0.2,i,4.6,1.9,22.9,0.4,2.7,-7.7
Cc1cccc(C)c1N1CC(=O)N(c2c(C)cccc2C)CC1=O,-5.1,1.0,-3.0,i,2.7,-1.0,26.2,-7.1,3.7,-9.2
COc1ccccc1CNC(=O)C12CC3CC(CC(C3)C1)C2,11.2,1.6,nt,i,-3.3,-3.3,2.2,-5.3,4.7,-19.7
CCC(Sc1nnc2c3ccccc3n(CC)c2n1)C(=O)Nc1sc2c(c1C#N)CCCC2 (centres undefined),5.9,4.3,-1.2,i,-1.4,-2.5,17.9,-7.3,-3.8,2.4
CC(=O)N/N=C\c1cccc(OC/C=C/c2ccccc2)c1,-50.8,20.9*,nt,nt,12.9,-21.5,nt,0.2,nt,nt
CSc1ccccc1NC(=S)Nc1ccc(S(N)(=O)=O)cc1,8.0,-2.3,-2.7,i,0.5,2.6,54.3*,-4.7,12.7,1.3
CC(C)OC(=O)CC12CN3CN(C1)CC(CC(=O)OC(C)C)(C3)C2=O,5.7,-0.3,0.0,i,2.0,1.4,-7.2,-2.1,-9.9,-28.3
CC1(C)CC(=O)C=C(NCCN2CCN(C(=S)NC3CCCCC3)CC2)C1,28.8,-2.9,-2.5,i,-0.1,-1.7,nt,nt,nt,nt
O=C(/C=C/c1cccs1)c1ccc(Br)cc1,5.8,1.6,-2.9,i,-0.1,-0.7,15.2,1.5,-3.1,0.5

# Some of these compounds in order of SMILES length, smallest number first:
SMILES,AI-2 QS mod,HSP90 inh,GSK3 alpha inh,PolyA inh,HDAC3 inh,GSK3B inh,HSF-1 act,DYRK1A inh,HSF1 inh,Platelet DG rel
O=C(/C=C/c1cccs1)c1ccc(Br)cc1,5.8,1.6,-2.9,i,-0.1,-0.7,15.2,1.5,-3.1,0.5
Cc1cc2nc(CSc3ccccc3)cc(=O)n2[nH]1,18.0,-1.3,0.2,i,4.6,1.9,22.9,0.4,2.7,-7.7
CCCCNC(=O)c1cc2c(=O)n(CC)c3ccccc3c2s1,5.3,-1.2,-1.3,i,-5.3,-0.5,-7.6,-2.3,-4.0,1.0
Cc1cccc(C)c1N1CC(=O)N(c2c(C)cccc2C)CC1=O,-5.1,1.0,-3.0,i,2.7,-1.0,26.2,-7.1,3.7,-9.2
Cc1csc(NC(=O)CSc2nnc(NC(=O)NC(C)(C)C)s2)n1,28.4,nt,0.4,i,1.4,1.9,3.1,-3.5,6.9,-3.3
O=C(C1CCC1)N1CCc2cc(S(=O)(=O)NCc3ccco3)ccc21,19.0,-2.7,-0.6,i,-1.9,0.8,-0.5,-6.4,-3.8,2.6
CC1(C)CC(=O)C=C(NCCN2CCN(C(=S)NC3CCCCC3)CC2)C1,28.8,-2.9,-2.5,i,-0.1,-1.7,nt,nt,nt,nt
CC(C)OC(=O)CC12CN3CN(C1)CC(CC(=O)OC(C)C)(C3)C2=O,5.7,-0.3,0.0,i,2.0,1.4,-7.2,-2.1,-9.9,-28.3
CCC(Sc1nnc2c3ccccc3n(CC)c2n1)C(=O)Nc1sc2c(c1C#N)CCCC2 (centres undefined),5.9,4.3,-1.2,i,-1.4,-2.5,17.9,-7.3,-3.8,2.4
CCO[C@@H]1OC(C(N)=O)=C[C@H](c2ccc3c(c2)OCO3)[C@H]1CCCO,15.6,0.8,-0.2,i,-2.9,3.7,3.3,3.3,-3.4,-4.7

# (further entries)
SMILES,AI-2 QS mod,HSP90 inh,GSK3 alpha inh,PolyA inh,HDAC3 inh,GSK3B inh,HSF-1 act,DYRK1A inh,HSF1 inh,Platelet DG rel
Cc1cccc(Cl)c1NC(=O)N1CCCN(c2nc3ccc(Cl)cc3s2)CC1,7.1,2.8,-0.3,i,4.0,-6.2,21.5,-3.4,5.0,-4.4
Cc1ccc(C(=O)N/C(=C\C=C\c2ccccc2)C(=O)NCc2ccco2)cc1,4.8,-2.4,-1.4,i,-11.0,2.5,8.0,-3.2,18.4,0.4
CC(C)C(=O)NNS(=O)(=O)c1ccccc1,21.2,2.0,-5.5,i,-3.3,-1.0,11.0,1.0,-0.7,-3.5
O=C(COc1ccc(Br)cc1Cl)NC(=S)Nc1ccccn1,12.4,32.2*,-1.5,i,-12.2,2.2,-48.8,-2.2,-39.9,-0.3
Cc1[nH]n(-c2ccccc2)c(=O)c1N=Nc1ccc(Cl)cc1,18.2,8.3,-3.0,i,-1.2,2.5,17.9,3.0,0.5,2.7
O=S(=O)(Nc1ccn(-c2ccccc2)n1)c1ccc(Br)cc1,29.5,-2.6,0.9,i,-4.6,0.1,11.8,3.8,-5.2,-4.4
COc1ccccc1CCC(=O)Oc1ccccc1C#N,18.3,-3.9,nt,i,11.7,1.9,-9.3,-9.8,-7.5,-3.7
CN(C)CCNC(=O)c1[nH]nc2c1CCc1ccccc1-2,9.4,-3.6,-1.2,i,-4.2,-3.2,2.8,7.6,-1.3,-3.0
Cc1cccc(N2CCN(S(=O)(=O)c3ccc4c(c3)C(C)(C)C(=O)N4C)CC2)c1C,24.8,1.6,-3.1,i,7.8,1.6,7.3,-4.0,0.4,-0.4
Cc1c(Br)c([N+](=O)[O-])nn1CC(=O)Nc1ccc(C(N)=O)cc1,5.7,4.2,-4.8,i,-7.3,2.3,8.0,-0.2,1.4,-5.6
O=C(/C=C/c1ccccc1Cl)NCCN1CCOCC1,23.8,-0.3,2.9,i,1.8,-4.1,-1.1,nt,1.8,2.5
Cc1nn(C)c(C(=O)N/N=C/c2ccc(C(F)(F)F)cc2)c1[N+](=O)[O-],28.7,-3.0,-5.7,i,9.0,7.1,-0.1,1.6,-0.8,-4.5
CCC1(C(=O)c2ccccc2)C2c3cc(Br)ccc3OC(=O)C21C(=O)N1CCOCC1 (centres undefined),8.9,1.2,-2.2,i,-3.4,2.3,-5.6,-1.1,3.9,3.0
O=C(COC(=O)CN1C(=O)COc2ccccc21)NCc1ccc(F)cc1,20.9,nt,0.2,i,-2.6,-12.3,-3.0,9.3,3.8,nt
CCNc1nc(NCC)nc(N(CC)C(N)=S)n1,25.5,-0.1,1.9,i,4.8,0.7,-5.0,nt,-6.1,3.5
CSc1ccccc1C(=O)NCC(c1ccco1)N(C)C (centres undefined),8.8,0.9,-2.8,i,3.0,1.5,2.3,-4.0,-4.2,10.1
CCc1cc(CNC(=O)c2ccc3nc(Cc4ccc(OC)c(OC)c4)oc3c2)on1,50.3,-1.2,-1.9,i,0.8,1.4,16.0,-2.3,12.3,-22.8
Cc1cc(N2CCCC2)nc(-c2ccccc2O)n1,3.5,-1.9,-1.8,i,-12.2,1.0,35.5,-1.6,5.2,-0.1
Cc1cc(SCC(=O)O)nc2ccccc12,22.2&19.8,2.4&0.7,0.0&-2.2,i,0.1&1.7,5.3&4.1,8.9&26.7,-10.3&-2.0,-4.0&1.1,-0.5&6.4
Cc1cc(NC(=O)CCC(=O)N(c2ccccc2)C(C(=O)NC2CCCC2)c2ccc(F)cc2)no1 (centres undefined),13.4,-4.1,-0.7,i,-4.3,1.8,-2.2,2.6,3.0,4.6
CN(C)c1ccc(C(=O)C(O)c2ccc(C(C)(C)C)cc2)cc1 (centres undefined),18.6,-4.9,-0.9,i,7.0,-2.2,18.1,-1.8,12.6,5.0
CN1CCNC(=O)C1CC(=O)NCCC1=CCCCC1 (centres undefined),9.0,-2.9,-1.3,i,9.4,2.4,-0.9,nt,-8.3,11.9
CCc1nnc(NC(=O)CSc2nnc(CCc3nc4ccccc4[nH]3)n2C)s1,9.3,-2.5,-2.4,i,-11.4,0.7,3.0,1.8,-2.1,-0.5
Cc1cc(C(=O)NCc2ccccc2)c(=O)[nH]c1C,4.2,-2.2,0.9,i,-7.6,0.1,39.1,-4.8,14.8,-5.4
O=C1CCCc2nc(N3CCN(Cc4ccccc4)CC3)ncc21,37.1,-2.3,-0.5,i,3.0,4.7,26.9,-6.4,-3.8,3.2
Cc1oncc1-c1csc(-c2ccccc2Cl)n1,6.6,-5.8,-3.0,i,-5.6,-0.4,9.8,2.4,1.5,-3.4
O=C(NCc1ccccn1)c1ccc(Cl)c(S(=O)(=O)Nc2ccccc2C(=O)NCc2ccccn2)c1,4.9,0.9,-3.3,i,-2.7,-0.8,-4.3,-3.8,-2.4,-5.6
Cc1ccc(CCNC(=O)C2CCC(CNc3c(N4CCC(C)CC4)c(=O)c3=O)CC2)cc1 (centres undefined),-0.8,-0.8,0.0,i,0.7,0.4,11.6,3.5,5.7,-1.7
O=C(COc1ccc(Cl)cc1Cl)NC(=S)N1CCCc2ccccc21,47.0,2.2,-2.6,i,6.1,0.6,4.3,-6.0,-7.8,-1.0
Cc1nnc(SCC(=O)NCc2cccs2)n1-c1ccccc1,13.5,2.0,-2.4,i,-4.1,1.0,-2.8,-7.3,-0.2,2.2
Cc1noc(C)c1COc1ccccc1C(=O)N(C)CC(=O)Nc1ccc(Cl)c(Cl)c1,2.5,nt,-0.5,i,-3.2,0.9,-43.7,0.0,-27.4,-2.7

# Assay outcomes from PubChem.

# Not all compounds are listed (hit frequency here may not be typical).
